BLM inh: inhibitors of human Bloom syndrome helicase BLM; recombinant BLM DNA unwinding, fluorescence dequenching; Potency, µM (highest dose often 56.1 µM), for the others: at the top dose activity change, negative = inhibition, usual class: inhibitors; 350,000 tested, 0.2% active; AID 2528;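 note: potency is the fitted concentration of half-maximal effect; plate controls were vehicle for no effect and no enzyme for full effect; nearly all actives have a fitted effect of over 35% in size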
RXFP1 antagonist: antagonists of human relaxin receptor RXFP1 | Q9HBX9 | activity change, negative = inhibition, % at 57.5 µM | HEK293-RXFP1, relaxin-stimulated cAMP HTRF, 30 min; stronger effect = lower value | 350,000 tested, 0.59% active | AID 1259400;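 active = activity change of -60% or lower, but not beyond a set lower limit; inconclusive = change between -60% and -40%, or beyond the set limit; inactive = change above -40%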; note: % is set by controls: 0 for no effect and ±100 for the full control effect
Pol eta inh: DNA polymerase eta (human) inhibition | Q9Y253 | recombinant Pol eta, fluorescent DNA replication assay | Potency, µM (doses to about 114 µM), for the others: at the highest dose activity change, negative = inhibition, actives largely listed as inhibitors | 390,000 tested, 1.2% active | AID 588591; note: potency is the fitted concentration of half-maximal effect; % is set by controls: 0 for no effect and ±100 for the full control effect
Target sequence (Q9Y253 whole entry, looked up): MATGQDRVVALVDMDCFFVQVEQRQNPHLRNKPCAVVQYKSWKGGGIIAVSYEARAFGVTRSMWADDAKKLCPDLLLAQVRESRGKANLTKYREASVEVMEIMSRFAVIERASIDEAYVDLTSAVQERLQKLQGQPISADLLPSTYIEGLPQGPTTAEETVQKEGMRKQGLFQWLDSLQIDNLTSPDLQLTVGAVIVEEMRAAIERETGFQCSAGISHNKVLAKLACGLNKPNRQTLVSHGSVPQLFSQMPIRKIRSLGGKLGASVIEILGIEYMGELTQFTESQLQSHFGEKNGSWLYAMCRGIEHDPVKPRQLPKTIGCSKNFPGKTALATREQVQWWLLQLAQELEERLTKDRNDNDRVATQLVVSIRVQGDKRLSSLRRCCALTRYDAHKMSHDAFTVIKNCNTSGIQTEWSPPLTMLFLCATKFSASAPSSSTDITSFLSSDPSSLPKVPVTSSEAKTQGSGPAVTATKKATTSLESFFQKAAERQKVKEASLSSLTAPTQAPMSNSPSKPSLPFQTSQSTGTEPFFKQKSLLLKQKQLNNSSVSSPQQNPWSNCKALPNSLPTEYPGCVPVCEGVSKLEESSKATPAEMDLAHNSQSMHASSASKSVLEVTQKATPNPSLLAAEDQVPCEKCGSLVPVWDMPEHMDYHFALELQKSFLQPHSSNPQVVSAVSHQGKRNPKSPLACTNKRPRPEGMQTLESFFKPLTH
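Pol eta (10 nM) was preincubated with compounds for 15 min at room temperature, after which fluorescent replication substrate (50 nM final) was added to start the reaction. Fluorescence was read kinetically at 0 and 10 min.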
APEX1 inh: APE1 (human) endonuclease inhibition; P27695; recombinant APE1, TAMRA/BHQ-2 abasic DNA cleavage fluorescence; Potency, µM (top dose mostly 65.8 µM), without a hit: top-dose activity change, negative = inhibition, actives largely listed as inhibitors; 350,000 tested, 0.35% active; AID 2517;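 note: potency is the fitted concentration of half-maximal effect; plate controls were vehicle for no effect and reference inhibitor for full effect; nearly all actives have a fitted effect of over 55% in size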
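0.75 nM APE1 + cpd, 15 min RT; start w/ 50 nM TAMRA/BHQ-2 THF-abasic dsDNA; kinetic fluor 525/598 nm ×3 reads @60 s; Δ(read3−read1); normalized to DMSO and NSC13755 control wells.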
Pol iota inh: blocks human DNA polymerase iota activity; AID 588590; Pol iota fluorescent replication assay, 10 min; 390,000 tested, 1% active; Potency, µM (series often up to 115 µM), inactives show top-dose activity, negative = inhibition, usual class: inhibitors; note: potency is the fitted concentration of half-maximal effect
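Pol iota at 10 nM preincubated 15 min with compounds at room temperature; reaction started with fluorescent substrate, 50 nM final. Fluorescence read kinetically at 0 and 10 min; buffer-only wells as negative control.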
Pol kappa inh: DNA polymerase kappa (human) inhibition. Potency, µM (highest dose often 107 µM), without a hit: top-dose activity, negative = inhibition, most hits filed as inhibitors. 400,000 tested, 0.53% active. purified Pol kappa, fluorescent DNA synthesis assay, 10 min; note: potency is the fitted concentration of half-maximal effect; % is set by controls: 0 for no effect and ±100 for the full control effect
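Kinetic fluorescence readout at 0 and 10 min followed reaction start with substrate at 50 nM final. Beforehand, enzyme (10 nM Pol kappa) stood 15 min with compound at room temperature; buffer-only wells were negative controls.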
PGK inhibitor: blocks T. brucei phosphoglycerate kinase; PGK/GAPDH coupled, Kinase-Glo luminescence, 60 min; Potency, µM (series often up to 57.5 µM), for inactives: top-dose activity change, negative = inhibition, hits mostly inhibitors; 380,000 tested, 0.043% active; AID 602233; note: potency is the fitted concentration of half-maximal effect; % is set by controls: 0 for no effect and ±100 for the full control effect; nearly all actives have a fitted effect of over 60% in size
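Recombinant glycosomal PGK reaction used 1,3-bisphosphoglycerate generated in-well by GAPDH (100nM final) in 100mM TEA pH 7.6, 5mM MgCl2, 0.01% Tween-20. After 60 minutes at room temperature, ATP was read by Kinase-Glo Plus luminescence end-point.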
POLB inh: inhibitors of human DNA polymerase beta | P06746 | Pol beta primer extension/strand displacement, fluorescence kinetic | Potency, µM (highest dose often 114 µM), inactives show at the highest dose activity change, negative = inhibition, most hits filed as inhibitors | 340,000 tested, 1.3% active; note: potency is the fitted concentration of half-maximal effect; % is set by controls: 0 for no effect and ±100 for the full control effect
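10 nM enzyme + cpd, 15 min RT; start with substrate 50 nM final; read 0 min and after 10 min RT. Corrected, normalized data; 4-parameter Hill curve fit.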
Apoferritin bind: binds horse apoferritin like a general anesthetic. apoferritin/1-aminoanthracene competitive binding, fluorescence. Potency, µM (series often up to 77.5 µM), inactives show top-dose activity change, negative = displacement, hits mostly inhibitors. 350,000 tested, 0.074% active. AID 485281; note: potency is the fitted concentration of half-maximal effect; % is set by controls: 0 for no effect and ±100 for the full control effect; nearly all actives have a fitted effect of over 20% in size
Target sequence (P02791 2-175 limits assumed): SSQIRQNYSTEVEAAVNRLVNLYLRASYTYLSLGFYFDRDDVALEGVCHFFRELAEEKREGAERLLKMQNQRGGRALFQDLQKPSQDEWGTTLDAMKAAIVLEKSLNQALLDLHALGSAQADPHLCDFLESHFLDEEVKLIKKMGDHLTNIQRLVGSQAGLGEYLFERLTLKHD
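Concentration-response curves derived by four-parameter Hill fitting of normalized fluorescence, where compounds displaced 1-AMA from 10 uM horse apoferritin following a brief 10 min room-temperature incubation; propofol titration acted as positive control.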
* marks the source's active call; other numbers are inactive results; [ ] = dose if it differs, or a comment. Unless noted, calls come from the whole dose curve; as a rule, active = well fitted curve in the direction sought with a large enough effect; inconclusive = small, poorly fitted or top-dose-only effect, or another doubt; inactive = no such curve, though single readings can be large; an effect the other way counts as inactive or inconclusive.

Screening c1ccc(OCc2nn3c(-c4ccccn4)nnc3s2)cc1 returned BLM inh 0%, RXFP1 antagonist 7, Pol eta inh -5%, APEX1 inh -1%, Pol iota inh 30%[activator], Pol kappa inh -11%, PGK inhibitor -1%, POLB inh 27% and Apoferritin bind -12%.
`CCn1c(C(=O)N2CCC(Cc3ccccc3)CC2)cc2sccc21` gave BLM inh -12%, RXFP1 antagonist -9, Pol eta inh -1%, APEX1 inh 10%, Pol iota inh 16%, Pol kappa inh -6%, PGK inhibitor -7%, POLB inh 7% and Apoferritin bind 65%[activator].
`CCOc1ccc(N2CC(C(=O)N3CCCc4ccccc43)CC2=O)cc1` (stereo not drawn) gave BLM inh -5%, RXFP1 antagonist -12, Pol eta inh -21%, APEX1 inh -3%[12.4 µM], Pol iota inh 6%, Pol kappa inh -9%, PGK inhibitor 10%, POLB inh -6% and Apoferritin bind -7%.
For CC(C)(C)C(=O)N1CCN(c2ccc([N+](=O)[O-])c(-n3nc(-c4ccccc4)c4ccccc4c3=O)c2)CC1 the results were BLM inh -2%, RXFP1 antagonist -5, Pol eta inh -18%, APEX1 inh 7%, Pol iota inh -4%, Pol kappa inh -6%, PGK inhibitor -3%, POLB inh 40% and Apoferritin bind -13%.
Screening Cc1sc2c(c1C)c(=O)n(-c1ccc(Cl)cc1)c(=O)n2Cc1c(F)cccc1Cl returned BLM inh -11%, RXFP1 antagonist 5, Pol eta inh -12%, Pol iota inh -8%, Pol kappa inh -6%, PGK inhibitor inactive, POLB inh 2% and Apoferritin bind 2%.
Screening CCn1c(C)[n+](CC(O)COCC2CC=CCC2)c2ccccc21 (stereo not drawn) returned BLM inh -2%, RXFP1 antagonist -13, Pol eta inh -10%, APEX1 inh 19%, Pol iota inh 5%, Pol kappa inh 14%, PGK inhibitor -9%, POLB inh 7% and Apoferritin bind -6%.
For COc1ccc(Nc2nc(N)nc(CSC(=S)N3CCCCC3C)n2)cc1 (stereo not drawn) the results were BLM inh -13%, RXFP1 antagonist -19, Pol eta inh -17%, APEX1 inh -2%, Pol iota inh -18%, Pol kappa inh -15%, PGK inhibitor -5%, POLB inh 0% and Apoferritin bind 5%.
Screening O=C(c1[nH]ncc1-c1ccccc1)C1CO1 (stereo not drawn) returned BLM inh 4%, RXFP1 antagonist -19, Pol eta inh -16%, APEX1 inh -1%, Pol iota inh 39%[activator], Pol kappa inh 1%, PGK inhibitor -1%, POLB inh -3% and Apoferritin bind -5%.
For COc1ccccc1C(=O)N(CN1CCCC1=O)c1cccc(Cl)c1 the results were BLM inh -2%, RXFP1 antagonist 7, Pol eta inh -6%, APEX1 inh 7%, Pol iota inh 9%, Pol kappa inh -8%, PGK inhibitor -11%, POLB inh 0% and Apoferritin bind 2%.
`CCOC(=O)C1=C(C)NC2=C(C(=O)CC(C)(C)C2)C1c1ccsc1` (stereo not drawn) gave BLM inh -7%, RXFP1 antagonist -12, Pol eta inh 0%, APEX1 inh 17%, Pol iota inh 5%, Pol kappa inh -1%, PGK inhibitor -7%, POLB inh -1% and Apoferritin bind 58%[activator].
Screening CC(NC(=O)CSc1nc(C2CC2)n(-c2ccccc2)n1)c1ccco1 (stereo not drawn) returned RXFP1 antagonist -5, Pol eta inh -8%, APEX1 inh 11%, Pol iota inh 10%, Pol kappa inh -10% and PGK inhibitor inactive.
Screening CC1(C)OC2CC3C4CCC5=CC(=O)C=C[C@@]5(C)[C@]4(F)C(O)C[C@@]3(C)[C@]2(C(=O)CO)O1 (stereo partly drawn) returned BLM inh 5%, APEX1 inh -1%, Pol kappa inh -5%[60.1 µM] and Apoferritin bind -7%.
For Cc1cccc(-c2nc3c4ccccc4nc(NCc4ccccc4Cl)n3n2)c1 the results were BLM inh -3%, RXFP1 antagonist -25, Pol eta inh 7%, Pol iota inh 7%, Pol kappa inh 7%, PGK inhibitor -1%, POLB inh 1% and Apoferritin bind 4%.
COc1cc(C(=O)N/N=C2\CCS(=O)(=O)c3ccc(F)cc32)cc(OC)c1OC was read as BLM inh 1%, RXFP1 antagonist -3, Pol eta inh -12%, APEX1 inh -4%, Pol iota inh 1%, Pol kappa inh -19%, PGK inhibitor inactive, POLB inh 2% and Apoferritin bind -4%.
Screening O=C(CN1CCN(CC(=O)c2ccccc2)CC1)c1ccccc1 returned RXFP1 antagonist 14, Pol eta inh -11%, Pol iota inh -9%, Pol kappa inh -23% and PGK inhibitor 5%.
`NC(=O)C1CCN(c2csc3ccc(F)cc3c2=O)CC1` gave BLM inh 0%, RXFP1 antagonist -9, Pol eta inh -10%, Pol iota inh 12%, Pol kappa inh -14%[60.1 µM], PGK inhibitor 2%, POLB inh 1% and Apoferritin bind 2%.
Screening COc1cccc(-c2cc(C(F)(F)F)n3ncc(S(=O)(=O)c4ccccc4)c3n2)c1 returned BLM inh -4%, RXFP1 antagonist -4, Pol eta inh -12%, APEX1 inh 9%, Pol iota inh 8%, Pol kappa inh 1%, PGK inhibitor -1%, POLB inh 30% and Apoferritin bind -9%.
For Cc1ccc(-c2cc(C(=O)N/N=C/c3ccco3)n[nH]2)s1 the results were BLM inh 0%, RXFP1 antagonist 2, Pol eta inh inconclusive, APEX1 inh 6%, Pol iota inh -2%, Pol kappa inh -17%, PGK inhibitor 1%, POLB inh -29% and Apoferritin bind 2%.
`CN(CC(=O)NCCc1ccc(S(N)(=O)=O)cc1)Cc1c(F)cccc1Cl` gave BLM inh -6%, RXFP1 antagonist 5, Pol eta inh -18%, APEX1 inh 72%[activator], Pol iota inh 109%[activator], Pol kappa inh 5%, PGK inhibitor -1%, POLB inh 17% and Apoferritin bind 0%.
O=C(COC(=O)c1ccccc1)Nc1ccc2[nH]c(=O)[nH]c2c1 was read as RXFP1 antagonist 6, Pol eta inh -2%, APEX1 inh -3%, Pol iota inh -3%, Pol kappa inh -20% and PGK inhibitor 0%.
For Cc1cc(C)nc(NS(=O)(=O)c2ccc(NC(=S)NC(=O)c3cccnc3)cc2)n1 the results were BLM inh 3%, RXFP1 antagonist -11, Pol eta inh -4%, APEX1 inh 9%, Pol iota inh 43%[activator], Pol kappa inh 2%, PGK inhibitor inactive, POLB inh 3% and Apoferritin bind -5%.
Cc1cccc(-n2c(SCC(=O)N3CCC(C(=O)O)CC3)nc3ccccc3c2=O)c1C was read as BLM inh 0%, RXFP1 antagonist -3, Pol eta inh -1%, APEX1 inh -4%, Pol iota inh inconclusive, Pol kappa inh -2%, PGK inhibitor -3%, POLB inh -4% and Apoferritin bind 7%.
`S=c1[nH]nc(-c2cccnc2)n1-c1ccccc1` gave BLM inh 0%, RXFP1 antagonist -5, Pol eta inh 3%, APEX1 inh -3%, Pol iota inh 2%, Pol kappa inh -11%, PGK inhibitor 4%[11.5 µM], POLB inh -25% and Apoferritin bind 0%.
Screening CC(=O)c1ccc(NC(=O)COC(=O)Cc2ccsc2)cc1 returned RXFP1 antagonist 9, Pol eta inh -18%, APEX1 inh -2%, Pol iota inh 10%, Pol kappa inh -2% and PGK inhibitor inactive.
For COc1ccc(/C=C2\SC(N3CCCCC3)=NC2=O)cc1 the results were BLM inh -3%, RXFP1 antagonist -9, Pol eta inh -10%, APEX1 inh -2%, Pol iota inh 11%, Pol kappa inh 1%, PGK inhibitor 0%, POLB inh 10% and Apoferritin bind 6%.
`O=C(CSc1nc(-c2ccc(F)cc2)cc(C(F)(F)F)n1)NCc1ccccc1` gave BLM inh -2%, Pol eta inh -2%, Pol iota inh -22%, Pol kappa inh 2%, PGK inhibitor -1%, POLB inh 7% and Apoferritin bind 5%.
For Cc1ccc(OCC(=O)Nc2ccc3c(c2)C(=O)NC3=O)cc1 the results were BLM inh -7%, RXFP1 antagonist -4, Pol eta inh -5%, APEX1 inh -9%, Pol iota inh -7%, Pol kappa inh 4%, PGK inhibitor -4%, POLB inh 32µM* and Apoferritin bind -10%.
`CC(=O)Nc1ccc(SCC(Cc2ccccc2)N2CCN(CC(C)C)CCC2=O)cc1` (stereo not drawn) gave BLM inh -1%, APEX1 inh 1%, Pol iota inh -2%, Pol kappa inh 16% and Apoferritin bind -14%.
`Brc1cccc2sc(N3CCCC3)nc12` gave BLM inh 2%, RXFP1 antagonist -8, Pol eta inh -15%, APEX1 inh -2%, Pol iota inh 64%[activator], Pol kappa inh -7%, PGK inhibitor 3%, POLB inh -1% and Apoferritin bind inconclusive.
Screening CCOC(=O)Cn1c(=O)oc2cc(S(=O)(=O)N3CCN(c4cccc(C)c4)C(C)C3)ccc21 (stereo not drawn) returned BLM inh -7%, RXFP1 antagonist -24, Pol eta inh -10%, Pol iota inh 11%, Pol kappa inh -9%, PGK inhibitor inactive, POLB inh 6% and Apoferritin bind 5%.
For CCOC(=O)C1=C(C)N(C)C(=O)NC1c1ccc(C)s1 (stereo not drawn) the results were BLM inh -5%, RXFP1 antagonist -6, Pol eta inh 14%, APEX1 inh 2%, Pol iota inh 2%, Pol kappa inh 1%, POLB inh -2% and Apoferritin bind -4%.
O=c1cc(CSc2nnc(COc3ccccc3Cl)o2)nc2sccn12 was read as BLM inh -22%, RXFP1 antagonist -5, Pol eta inh 11%, APEX1 inh -2%, Pol iota inh -8%, Pol kappa inh -1%, PGK inhibitor -7%, POLB inh 35µM* and Apoferritin bind inconclusive.
CCOP(=O)(c1ccccc1)C(O)c1ccccc1 (stereo not drawn) was read as BLM inh 0%, RXFP1 antagonist -5, Pol eta inh -12%, APEX1 inh 2%, Pol iota inh 4%, Pol kappa inh -14%, PGK inhibitor 3%, POLB inh 4% and Apoferritin bind -6%.

Source: PubChem

An excerpt; the hit share may differ from the screen's.
